# Giardia killer: Giardia lamblia killing; Giardia lamblia trophozoite viability; activity change, % at 7.66 µM, hits read low; actives 0.15% (n = 340,000); in the data active means activity change below about -80%; inconclusive means between about -30% and that limit;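 further: parasites exposed to compound for two days anaerobically before the ATP read; on the % scale 0 is the no-effect control and ±100 the full control effect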
#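 Killing of trophozoites was scored by loss of ATP luminescence after a 48 hrs anaerobic exposure to compounds at 37 deg C, using 100 cells per well.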
# Coupling enz: coupling enzyme interference in Giardia aldolase counter-screen; activity change, negative = inhibition, % at 58.2 µM, hits read low; coupling enzyme system counterscreen, AmpLite Red fluorescence; actives 0.67% (n = 290,000); in the data active means activity change below about -30%; further: on the % scale 0 is the no-effect control and ±100 the full control effect
#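 Fluorescence at 525 nm excitation and 598 nm emission measured inhibition of the coupled detection system without aldolase. Compounds (at 57.5 uM final) were preincubated 10 min at room temperature with coupling enzyme reagent before a 20 min substrate/AmpLite Red step.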
# Menin MLL FP TR: inhibitors of human menin-MLL interaction, mutant MLL peptide; AID 1768; actives 0.23% (n = 270,000); Potency, µM (series often up to 61.6 µM), for inactives: at the highest dose FP activity change, negative = inhibition, actives largely listed as inhibitors; O00255; Menin + Texas Red MLL mutant peptide, fluorescence polarization; active means well fitted inhibition curve with a large enough effect in the polarisation, with a control signal flat, not every such curve was filed as active; inconclusive means small, poorly fitted or top-dose-only effect, or effect the other way, or a change in a side signal; inactive means no such curve, though single readings can be large or run the other way; the % refers to the polarisation; further: potency means the concentration at half of the fitted maximal effect; % of control where 0% means no effect; many of its hits are not listed in these tables
# Tb PFK block: inhibitors of T. brucei phosphofructokinase. T. brucei PFK, ADP-Glo luminescence. Potency, µM (highest dose often 57.5 µM), for the others: at the top dose activity, negative = inhibition, most hits filed as inhibitors. actives 0.17% (n = 330,000);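 further: potency means the concentration at half of the fitted maximal effect; 0% = uninhibited 1x PFK enzyme wells and -100% = no-enzyme wells; nearly all actives have a fitted effect of over 60% in size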
#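 Compounds were pin-transferred as a titration series up to 57 uM into substrate buffer (0.5 mM F6P, 0.1 mM ATP, pH 8.0), then 1.25 nM PFK was added and reactions ran 45 min before ADP-Glo detection.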
# GALK inhibitor: galactokinase (human) inhibition; Potency, µM (highest dose often 57.5 µM), inactives show at the top dose activity change, negative = inhibition, usual class: inhibitors; Purified GALK, Kinase-Glo residual ATP luminescence; AID 1868; actives 0.007% (n = 270,000); further: potency means the concentration at half of the fitted maximal effect; on the % scale 0 is the no-effect control and ±100 the full control effect
# Target sequence (P51570 whole entry, looked up): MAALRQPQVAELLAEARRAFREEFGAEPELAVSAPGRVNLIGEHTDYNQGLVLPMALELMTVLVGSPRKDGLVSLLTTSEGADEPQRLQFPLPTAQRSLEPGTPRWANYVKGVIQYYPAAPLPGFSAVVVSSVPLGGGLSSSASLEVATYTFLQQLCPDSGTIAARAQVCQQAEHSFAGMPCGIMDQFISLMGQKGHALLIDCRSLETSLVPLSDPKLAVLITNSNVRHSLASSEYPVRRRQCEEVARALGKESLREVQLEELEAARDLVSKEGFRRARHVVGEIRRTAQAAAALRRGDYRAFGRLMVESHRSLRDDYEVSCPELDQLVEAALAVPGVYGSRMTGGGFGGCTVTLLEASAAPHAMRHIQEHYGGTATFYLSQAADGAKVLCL
#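 Galactose (100 uM) and ATP (35 uM) were turned over by 5 nM GALK for 1 h at RT. Kinase-Glo Plus then converted the remaining ATP into a luminescent signal.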
# PKM2 act: increases activity of human pyruvate kinase M2; P14618; purified PKM2, Kinase-Glo ATP luminescence, activation; response scale: 0% is enzyme alone, no compound; Potency, µM (doses to about 57.5 µM), inactives show at the highest dose activation, usual class: activators; actives 0.34% (n = 260,000); AID 1631; further: potency means the concentration at half of the fitted maximal effect; on the % scale 0 is the no-effect control and ±100 the full control effect; nearly all actives have a fitted effect of over 55% in size
#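 Kinase-Glo luminescence reports ATP generated from ADP (0.1 mM) and PEP (0.5 mM) by purified hPK-M2 after 1 h at room temperature, pH 7.2 imidazole buffer; intermediate enzyme activity allows detecting inhibitors and activators.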
# PTAP TSG101 blk: blocks PTAP/TSG101 interaction to inhibit HIV-1 budding | Fluorescence polarization, FITC-PTAP peptide / Tsg101 binding | Potency, µM (titrated, usually from 115 µM), for inactives: top-dose activity change, negative = inhibition, most hits filed as inhibitors | 340,000 tested, under 10 active; active means well fitted inhibition curve with a large enough effect in the main read-out, with a control signal flat, not every such curve was filed as active; inconclusive means small, poorly fitted or top-dose-only effect, or effect the other way, or a change in a side signal; inactive means no such curve, though single readings can be large or run the other way; further: potency means the concentration at half of the fitted maximal effect; % of control where 0% means no effect
# Target sequence (Q99816 whole entry, looked up): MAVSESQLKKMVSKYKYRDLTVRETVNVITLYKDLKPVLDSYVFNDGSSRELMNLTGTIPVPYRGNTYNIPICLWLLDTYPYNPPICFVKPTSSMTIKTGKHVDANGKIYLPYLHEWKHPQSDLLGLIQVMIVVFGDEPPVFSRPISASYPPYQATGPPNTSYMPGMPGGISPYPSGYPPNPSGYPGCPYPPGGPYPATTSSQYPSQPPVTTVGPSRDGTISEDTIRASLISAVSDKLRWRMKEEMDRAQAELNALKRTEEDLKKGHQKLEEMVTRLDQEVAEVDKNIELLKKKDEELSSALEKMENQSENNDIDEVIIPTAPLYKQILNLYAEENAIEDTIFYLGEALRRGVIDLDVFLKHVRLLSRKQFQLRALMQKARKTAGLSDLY
#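 Steps: Tsg101 binding domain dispensed (10 uM final), compounds pinned in DMSO, FITC-labeled PTAP-motif peptide added (50 nM final); after 20 min binding at room temperature, polarization measured.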
# a7 integrin act: integrin-mediated muscular dystrophy alleviation activation; AID 624291; alpha7betagal myoblasts, beta-gal FDG fluorescence, 48 h; actives 0.064% (n = 350,000); Potency, µM (titrated, usually from 38.3 µM), for inactives: at the highest dose activation, hits mostly activators;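 further: potency means the concentration at half of the fitted maximal effect; 100% = response of the positive control SU9516; nearly all actives have a fitted effect of over 60% in size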
#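 alpha7betagal+/- myoblasts (passage 13, 250/well) treated 48 h at 37C with compounds at 1:260 dilution of DMSO stock. Lysed, then beta-galactosidase activity read as FDG fluorescence (ex 480/em 540) after 30 min, with pre-read for autofluorescence.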
# B2AR arrestin: beta2AR (human) beta-arrestin recruitment activity | Potency, µM (top dose mostly 46.1 µM), without a hit: top-dose activation, actives largely listed as activators | AID 492947 | actives 0.02% (n = 330,000) | beta-arrestin recruitment to beta2AR, cell-based reporter;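 further: potency means the concentration at half of the fitted maximal effect; 0% = DMSO controls and full agonism = EC100 isoproterenol or metaproterenol; nearly all actives have a fitted effect of over 65% in size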
# S-ASM inh: human S-ASM enzyme inhibition. P17405. placental ASM, HMU-PC fluorogenic substrate, 60 min. Potency, µM (top dose mostly 57.5 µM), for the others: at the top dose activity change, negative = inhibition, hits mostly inhibitors. actives 0.006% (n = 340,000). AID 504937; further: potency means the concentration at half of the fitted maximal effect
#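 Fluorescence read-out (Ex 386 nm, Em 447 nm) after stopping the reaction at pH 10. Enzyme: ASM from human placenta; substrate HMU-PC0, 9 uM final; 60 min, 37 °C. Compound preincubation 10 min, ambient temperature.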
# BCR signal inh: inhibitors of chronic active B-cell receptor signaling | Potency, µM (doses to about 46.1 µM), inactives show at the top dose ratio change, negative = lower green/red ratio, hits mostly inhibitors | AID 493014 | ABC-DLBCL IkBa-CBG/CBR reporter, luminescence ratio, 4 h | actives 0.05% (n = 340,000); active means well fitted inhibition curve with a large enough effect in the signal ratio, with a control signal flat, not every such curve was filed as active; inconclusive means small, poorly fitted or top-dose-only effect, or effect the other way, or a change in a side signal; the % refers to the signal ratio;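 further: potency means the concentration at half of the fitted maximal effect; plate controls were basal doxycycline-induced cells for no effect and cells given 10 µM MG132 for full effect; MG132 reads +100%, hits lower the ratio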
#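 Compounds up to 46 uM were incubated four hours with TMD8 cells whose green CBG68 luciferase is fused to IkappaBalpha; red CBR luminescence normalised the signal, and concentration-effect curves were fitted to fusion, red and ratio data.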
# The depositor's hits bear a star; i = inactive; u = inconclusive; x = not tested or not shown; & = joins results of further samples; [ ] = remark or other dose. Unless noted, the call rests on the fitted dose curve; in most records, active means well fitted curve in the direction sought with a large enough effect; inconclusive means small, poorly fitted or top-dose-only effect, or another doubt; inactive means no such curve, though single readings can be large; an effect the other way counts as inactive or inconclusive. An excerpt. The share of hits here may be higher or lower than overall.
SMILES,Giardia killer,Coupling enz,Menin MLL FP TR,Tb PFK block,GALK inhibitor,PKM2 act,PTAP TSG101 blk,a7 integrin act,B2AR arrestin,S-ASM inh,BCR signal inh
O=S(=O)(NC1CCCCC1N1CCC(O)CC1)c1ccccc1 (stereo unspecified),-14,-2,2%,0%,-1%,x,0%,5%,-0.1%,-1%,0%
O=C(/C=C/c1ccc(Cl)c(Cl)c1)N1CCc2ccccc21,-2,-3,-13%,-3%,0%,13%,-3%,-2%,-0.1%,4%,u
COc1ccc(NC(=O)c2ccc3c(c2)N(C)CCS3)cc1,5,0,5%,-2%,x,-5%,2%,4%,0.1%,30%[activator],u
C[C@H](NC(=O)c1nc[nH]c1C(=O)N1CCN(c2ccccc2)CC1)c1ccccc1,11,x,x,6%,x,x,-4%,-38%,-0.9%,7%,-6%
COC(=O)c1sccc1N/N=C/c1cccc(OC)c1O,-13,1,11%,2%,-1%,-14%,1%,32%,-0.3%,30%[activator],u
COc1ccc(NC(=O)C(CCSC)N2C(=O)c3ccccc3C2=O)cc1 (stereo unspecified),-10,-8,0%,-10%,-2%,-13%,-5%,21%,-1.9%,-6%,8%
Cc1oc(-c2ccccc2F)nc1CS(=O)(=O)CC(=O)NC(C)CCc1ccccc1 (stereo unspecified),22,1,-12%,1%,-2%,2%,1%,-19%,3.6%,-8%,-9%
COc1ccc(-c2csc3nc(-c4cccnc4)nc(Cl)c23)cc1OC,-8,1,-7%,0%,2%,-4%,-4%,-45%[inhibitor],-0.6%,-4%,u
CC(C)(C)OC(=O)C[C@@H]1C/C=C\C[C@H](CC(=O)N[C@H](CO)Cc2ccccc2)C(=O)N[C@@H](Cc2ccccc2)COC1=O,22,x,x,0%,x,x,-6%,27%,0.3%,-9%,0%
Cc1ccc2c(c1)C(=O)N(CCCCO)C2=O,11,0,3%,1%,3%,1%,0%,18%,-0.6%,1%,-5%
CCOC(=O)CN(C(=O)CNC(=O)c1cccs1)C(C(=O)NC1CCCC1)c1cccnc1 (stereo unspecified),5,1,8%,-1%,-3%,-7%,-4%,-6%,0.2%,1%,u
CCOC(=O)C1CCCN(C(=O)c2cc3c(=O)n(C)c4ccccc4c3n2C)C1 (stereo unspecified),22,0,-5%,1%,1%,-17%,-1%,-17%,0.3%,1%,u
Cc1ccc(Nc2nc(N)nc(COC(=O)C3=COCCO3)n2)cc1,1,x,x,4%,x,x,-2%,26%,-0.7%,1%,-1%
O=C(COC(=O)Cc1ccsc1)Nc1ccc(Br)cc1,13,x,x,1%,x,x,-2%,-17%,0.1%,1%,0%
N#Cc1ccc(CN2CCN(C(=O)c3ccc(S(=O)(=O)N4CCCCCC4)cc3)CC2)cc1,11,x,x,17%,x,x,-5%,10%,0.0%,1%,-1%
COC(=O)c1ccccc1S(=O)(=O)N1CCC(C(=O)Nc2ccc(N3CCOCC3)cc2)CC1,-2,x,x,-6%,x,x,1%,-7%,-2.6%,1%,-6%
Fc1cccc(-n2cc(-c3ccccc3)c3c(=S)nc[nH]c32)c1,-7,0,u,4%,5%,-1%[0.46 µM],-1%,-1%,-0.4%,-4%,-9%
C=C1CCN([C@@H](C)C(=O)NCc2ccc(OC)cc2)S(=O)(=O)c2ccccc21,10,-2,x,-4%,2%,-15%,-2%,0%,0.3%,2%,-1%
CCOc1ccc(C(=O)N2CCN(Cc3ccccc3)CC2)cc1,4,3,-5%,2%,2%,5.6µM*,-8%,-8%,0.2%,2%,u
Cc1ccc2nc(-c3ccc(NC(=O)CN(C)S(=O)(=O)c4ccccc4)cc3)sc2c1,x,0,-2%,10%,9%,20%,x,x,0.0%,x,4%
CC(CCc1ccccc1)NC(=O)CN1CCSc2ccccc21 (stereo unspecified),0,-6,-16%,3%,1%,1%,1%,-5%,-0.3%,0%,0%
O=C(CC(NC(=O)c1ccccc1Cl)c1ccccc1)NCCc1ccc(Cl)cc1 (stereo unspecified),-2,5,15%,4%,0%,5%,2%,2%,0.3%,2%,-1%
COc1ccccc1NC(=O)NS(=O)(=O)c1ccc(C)cc1,-11,1,x,0%,-1%,3%,-11%,0%,0.3%,0%,u
O=C(NCCCNC(=O)c1ccccc1F)c1ccco1,26,-1,9%,-2%,-4%,-2%,0%,13%,-0.1%,-3%,0%
COCCn1c(/C=C/c2ccccc2)nc2ccccc21,2,-10,2%,8%,2%,-29%,0%,14%,-0.1%,261%[activator],2%
# Further results follow:
SMILES,Giardia killer,Coupling enz,Menin MLL FP TR,Tb PFK block,GALK inhibitor,PKM2 act,PTAP TSG101 blk,a7 integrin act,B2AR arrestin,S-ASM inh,BCR signal inh
CCN1CCN(c2ccc(S(=O)(=O)N3CCOCC3)cc2NC(=O)/C=C/c2cccc(OC)c2OC)CC1,-3,x,x,10%,x,x,0%,-22%,0.2%,-1%,-4%
Cc1ccc(S(=O)(=O)NC(=O)NN2CC3CCCC3C2)cc1 (stereo unspecified),-6,6&2&-1,1%&0%&11%,-3%,4%,x,2%,-22%,-0.7%,10%,2%
c1ccc(-c2ccc(C3=Nn4c(nnc4-c4cccs4)SC3)cc2)cc1,3,2,x,-2%,7%,-5%,1%,9%,-1.5%,u,-14%
O=C(NC(=S)Nc1nc2c(s1)CSc1ccccc1-2)c1ccccc1,-2,5,u,1%,1%,20%,-6%,-5%,-0.2%,-4%,u
CCOc1cc2sc(N3CCC(C(=O)NCCCN4CCCC4=O)CC3)nc2cc1Br,6,1,1%,2%,2%,x,-4%,12%,0.4%,-7%,-12%
O=c1cc(-c2ccc(F)cc2F)[nH]c2ccccc12,x,4&0,3%[94.6 µM],-3%,x,-1%,x,x,-0.2%,x,u
Cc1ccc(S(=O)(=O)c2cc3ccc(O)cc3oc2=O)cc1C,1,14,20%,2%,-5%,x,-7%,17%,0.4%,i,4%
Cc1ccccc1-c1nnc(CN2CCC(C)CC2)o1,17,1,-15%,2%,4%,x,3%,u,-0.6%,6%,0%
C/C(N)=C(/C#N)C(=O)COC(=O)CNS(=O)(=O)c1c(F)cccc1F,6,0,3%,0%,-1%,-2%,1%,2%,-0.1%,-2%,u
CC1CCN(C(=O)CS(=O)(=O)Cc2ccccc2)CC1,-11,2,9%,1%,-4%,x,-6%,u,-0.9%,1%,u
COc1ccc(NC(=O)NCC(C)CSc2ccc(C)cc2)c(OC)c1 (stereo unspecified),3,-2,-11%,-4%,3%,x,-7%,10%,0.1%,-17%,-14%
CCOc1ccc(NC(=O)CCCCn2c(=O)[nH]c3ccsc3c2=O)cc1,-12,-1,1%,3%,10%,-3%,0%,-16%,0.2%,-2%,-6%
Cc1nc(-c2ccc(S(=O)(=O)N3CCN(C4c5ccccc5-c5ccccc54)CC3)s2)cs1,-6,-2,x,3%,x,4%,-2%,-5%,-0.4%,0%,14%
O=C(N(Cc1ccccc1)c1ccccn1)C12CC3CC(CC(C3)C1)C2,7,5,-11%,0%,-2%,1%,-5%,15%,0.0%,-2%,2%
COc1cccc(C2CC(c3cccs3)=NN2C(=O)c2ccco2)c1O (stereo unspecified),10,-5,-17%,2%,-1%,-1%,0%,-36%,-1.2%,-9%,u
COc1ccc(CSc2nnc3[nH]c(=O)cc(N)n23)cc1,-7,-2,-13%,-4%,0%,25%,-3%,-11%,0.3%,13%,-2%
Cc1nc(S(=O)(=O)c2ccc(Br)cc2)nc2c1CCC2,8,2,-12%,0%,0%,4%,-8%,21%,-0.3%,7%,-1%
C=CC(=O)NC(NC(=O)C=C)c1ccc(Br)cc1,2,2,x,1%,-3%,2%,-5%,-4%,0.1%,3%,-18%
CC(C)(C)OC(=O)[C@H](Cc1ccccc1)NC(=O)c1[nH]cnc1C(=O)Nc1ccc(Cl)cc1,9,-1,x,-1%,0%,1%,u,-38%,-0.6%,-10%,2%
Cc1ccc(N(Cc2ccccc2)C(=O)c2ccc(S(=O)(=O)N3CCOCC3)cc2)cc1,10,x,x,0%,x,x,0%,-7%,-0.6%,-1%,u
COc1ccc(-n2c(CCC(=O)O)ccc2-c2ccc(F)cc2)c(OC)c1,-30,14,-2%,-3%,-1%,x,-7%,-7%,0.0%,12%,1%
Cn1c(SCC(=O)NNC(=O)Nc2ccc(Cl)cc2)nnc1-c1ccccc1,-4,1,x,-5%,4%,5%,0%,19%,-0.1%,3%,u
O=C(Nc1ccc(F)cc1)C1CC(=O)n2c(nc3ccccc32)N1 (stereo unspecified),-8,-2,-2%,-1%,0%,-3%,3%,24%,-1.1%,0%,-14%

# Compound activity: PubChem BioAssay, National Center for Advancing Translational Sciences (NCATS)
